M. tuberculosis GlmU: inhibition of mycobacterial GlmU enzyme – biochemical, glucosamine-1-phosphate acetyltransferase (AID 1376) | M. tuberculosis GlmU acetyltransferase enzyme assay; higher % means a stronger effect | inhibition, %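 (tested at 30 µM in the primary screen)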; hits with a dose series show IC50 in µM | 220,000 tested, 0.25% active; in the data active = inhibition above about 13%;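 note: 0% = complete reaction with vehicle and 100% = reaction without substrate; strong numbers were not always called active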
RmlCD inh 1536: blocks M. tuberculosis RmlC and RmlD coupled enzymes; P9WH09+P9WH11; RmlC+RmlD coupled enzyme assay, percent inhibition; primary screen in compound mixtures; inhibition, % at 3.6 µM; 160,000 tested, 0.03% active; AID 1533; in the data active = inhibition mostly above about 34%, no sharp cut-off; note: some results filed as inactive read as strong as hits
Target sequence (P9WH09 whole entry, looked up): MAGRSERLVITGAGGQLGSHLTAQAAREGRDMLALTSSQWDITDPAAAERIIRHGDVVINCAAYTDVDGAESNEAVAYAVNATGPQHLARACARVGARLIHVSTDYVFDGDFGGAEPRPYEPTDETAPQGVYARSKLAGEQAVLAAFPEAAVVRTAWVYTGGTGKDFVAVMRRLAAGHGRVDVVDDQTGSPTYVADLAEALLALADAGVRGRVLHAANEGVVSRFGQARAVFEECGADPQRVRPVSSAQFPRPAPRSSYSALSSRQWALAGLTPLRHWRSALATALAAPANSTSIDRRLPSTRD
Target sequence (P9WH11 whole entry, looked up): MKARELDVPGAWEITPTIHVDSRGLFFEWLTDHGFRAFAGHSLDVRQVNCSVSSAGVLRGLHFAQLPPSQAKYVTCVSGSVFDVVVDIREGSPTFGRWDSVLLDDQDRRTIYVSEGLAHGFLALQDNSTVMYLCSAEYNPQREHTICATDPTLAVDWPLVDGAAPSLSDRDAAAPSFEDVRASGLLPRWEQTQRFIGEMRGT
* marks the source's active call; other numbers are inactive results; nt = no result given; & = joins results of further samples. A portion of the library. The share of hits here may be higher or lower than overall.

SMILES	M. tuberculosis GlmU	RmlCD inh 1536
COc1cccc(C(=O)OCCCN(C)C)c1	1.2%	-9.6
CC(C)(C)NC(=O)C(OC(=O)Cn1nnc(-c2ccc(F)cc2)n1)c1ccncc1 (stereo not drawn)	-2.7%	nt
Cc1cc(NC(=O)CSc2nnc3c4c(C)c(C)sc4ncn23)no1	5.2%	-7.7
O=C(NC(=S)N1CCN(c2ccc(F)cc2)CC1)c1cccs1	-1.6%	-12.8
N#Cc1cccc(C#N)c1Oc1ccc(S(=O)(=O)Nc2ccccc2)cc1	-2.3%	0.3
COc1ccc(C(=O)N(Cc2ccco2)C(C(=O)NC2CCCC2)c2ccc(O)cc2)cc1OC (stereo not drawn)	-1.8%	nt
COc1ccc(CN(CCCN2CCOCC2)C(=O)Nc2cccc(Cl)c2)cc1OC	-4.2%	nt
O=C(Nc1ccc(NC(=O)C23CC4CC(CC(C4)C2)C3)cn1)c1ccco1	2.6%	nt
c1ccc(COc2ccc(OCCCNC3CCCC3)cc2)cc1	-2.0%	6.2
O=C(Cn1nc(Cc2cccnc2)c2ccccc2c1=O)Nc1ccccc1F	2.7%	21.0
C=CCn1c(O)c(C(C)=Nc2cccc(C(=O)O)c2)c(=O)[nH]c1=O	-0.7%	-8.6
CCOC(=O)CC1C(=O)NCCN1S(=O)(=O)c1ccc(Br)cc1 (stereo not drawn)	-2.6%	14.0
CCOC(=O)c1sc(NC(=O)COC(=O)c2ccco2)nc1C	-2.6%	nt
Cc1cccc(NC(=O)Cn2cnc3c(oc4ccccc43)c2=O)c1C	3.4%	-10.7
Brc1ccc(OCc2nc(-c3ccccn3)n[nH]2)cc1	2.8%	30.9
Cc1[nH]nc(-c2ccc(O)cc2O)c1Oc1ccccc1	-2.8%	nt
COC(=O)c1ccc(NC(=O)CN2CCN(S(=O)(=O)c3cc(Cl)ccc3OC)CC2)cc1	-1.4%	21.4
N/C(Cc1cccc2ccccc12)=N\OC(=O)COc1ccccc1	3.0%	0.8
Cc1ccnc(NC(=O)c2ccccc2NC(=O)C(C)(C)C)c1	2.8%	nt
CN(CCOCCOc1ccc(Cl)cc1Br)Cc1ccccc1	-1.6%	-3.6
O=c1[nH]cnc2c1oc1ccccc12	0.7%	-5.8
CCN(CC)c1ccc(N=Cc2c(O)n(-c3ccccc3C)c(=O)[nH]c2=O)cc1	1.4%	-11.2
CC12CC[C@H]3[C@@H](CCC4(O)C[C@H](O)CCC34/C=N/NC(=O)c3ccccc3Cl)C1(O)CCC2C1=CC(=O)OC1 (stereo partly drawn)	-2.2%	29.7
CCCn1c(OC)nc2c1c(=O)n(C)c(=O)n2C	-4.5%	4.9
O=C(O)c1ccc(C(=O)O)c(C(=O)c2ccccc2)c1	1.7%	nt
CCCCC(=O)Nc1cccc(NC(=O)c2cccc([N+](=O)[O-])c2)c1	-0.2%	7.6
CC(C)(C)c1cc(NC(=O)c2ccco2)n(-c2ccccc2)n1	-2.9%	0.3
Nc1cccc(Oc2ccc([N+](=O)[O-])cc2)c1	-5.7%	6.2
CN(C)S(=O)(=O)N1CCC(Oc2ccc(C(=O)NCC(C)(C)CO)cc2)CC1	-0.8%	-1.2
O=c1[nH]c(CN2CCN(Cc3ccccc3)CC2)nc2sc3c(c12)CCC3	3.2%	nt
COc1ccc(C2NC(=O)NC(C)=C2C(=O)Nc2cc(C)ccc2C)cc1OC (stereo not drawn)	7.5%	nt
CC1=C(CC[C@@H](C)CO)OC2CC3C4CCC5CC(O)CCC5(C)C4CC(=O)C3(C)C12 (stereo partly drawn)	0.3%	nt
Cc1ccc(NC(=O)CSc2nnc([C@@H](N)Cc3c[nH]c4ccccc34)o2)c(C)c1	1.2%	nt
CC(c1nc2ccccc2c(=O)[nH]1)N1CCOCC1 (stereo not drawn)	-2.0%	-10.0
Cc1cc(C)c(NC(=O)/C(=C/c2ccccc2)c2ccccc2)c(C)c1	2.2%	1.4
CC1=CSC2=NC(=O)/C(=C\c3cccn3-c3ccc([N+](=O)[O-])cc3)C(=N)N12	-1.9%	-8.7
COc1cc(/C=C(/C#N)c2nc(-c3cc4ccccc4oc3=O)cs2)cc([N+](=O)[O-])c1O	-0.3%	6.5
O=C(Cn1nnc(-c2ccccc2)n1)N1CCN(S(=O)(=O)c2ccc(Cl)cc2)CC1	-0.1%&-1.6%	7.9
O=C(NCc1ccncc1)c1cc2ccccc2nc1Cl	-2.7%	4.2
CC(C)c1ccc(OCc2ccc(C(=O)NN3CCN(C)CC3)o2)cc1	-6.2%	5.6
Cc1cccc(Nc2nnc(SCC(=O)N(C)C3CCS(=O)(=O)C3)s2)c1C (stereo not drawn)	-5.7%	nt
CC(=O)NCCn1c(SCc2ccc(C)cc2C)nc2ccccc2c1=O	-1.5%	-13.0
c1ccc2c(c1)Nc1ccccc1S2	3.6%	nt

Screens as filed in PubChem BioAssay.
